# High-throughput results: PubChem, several laboratories
# sdo1 growth – restores growth of sdo1-depleted yeast; AID 817; z-score at 10 µM; 140,000 compounds, 0.21% hits; S. cerevisiae sdo1-depleted JHY4D growth rescue, OD600 30 h; hits give high values; pdr5 snq2 efflux-pump mutant strain;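 active = z-score above 3 at both the 24 hr and the 30 hr optical density reads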;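 note: z-score against mean and SD of all compound wells on the same plate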
# INS promoter inh – TRM-6 insulin promoter activity inhibition; TRM-6 cells (human fetal islet line), insulin promoter-eGFP reporter, imaging; reporter expression induced with tamoxifen; inhibition, % at 2 µM; 130,000 compounds, 0.9% hits; AID 1273;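 active = inhibition above the mean plus 3 SD, with well images judged a real hit on visual review, cut at about 60% in these data, passing the limit was not always enough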
# sdo1 growth Rescue 24 h – further read-out of sdo1 growth, marked with its call; z-score; S. cerevisiae sdo1-depleted JHY4D growth rescue, OD600; measured here: growth rescue at 24 h;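 0 is the plate mean of compound wells and units are plate SD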
# Active calls of the source: *; x = not tested or not shown; & = joins results of further samples.
# Under each structure – sdo1 growth	sdo1 growth Rescue 24 h	INS promoter inh
Cc1cccn2c(=O)c(/C=C3\SC(=S)N(CC(C)C)C3=O)c(NCCCOC(C)C)nc12
→ 0.69	1.4	9
Cc1nn(-c2ccccc2)c(C)c1/C=N/NC(=O)c1cc(-c2cccc3ccccc23)n[nH]1
→ -0.37	-0.47	x
CCCCOC(=O)c1cc(-c2ccc(/C=N/n3cnnc3)o2)ccc1Cl
→ x	x	20
CC(C)c1ccc(/C=C/C(=O)N2CCc3ccccc3C2)cc1
→ -0.32	-0.45	x
CC(C)CNC(=O)/C=C/c1cccs1
→ 0.45	0.63	x
O=P(O)(CP(=O)(c1ccccc1)c1ccccc1)c1ccccc1
→ 0.81	0.43	19
Cc1[nH]c2ccccc2c1C(=O)COC(=O)c1c(-c2ccccc2)noc1C
→ -1.6	-1.3	15
Oc1[nH]c2ccccc2c1N=Nc1ccc(C(F)(F)F)cn1
→ -1.2	-0.29	x
C=CCNC(=O)NC(=O)COC(=O)/C(C#N)=C/c1cc(C)n(CC(C)C)c1C
→ -0.41	-0.46	39
Nc1c(C(=O)c2ccccc2)oc2ccc(Br)cc12
→ -1.3	0.37	10

# Arranged by value in sdo1 growth (highest first): some entries from above
# Under each structure – sdo1 growth	sdo1 growth Rescue 24 h	INS promoter inh
Cc1cccn2c(=O)c(/C=C3\SC(=S)N(CC(C)C)C3=O)c(NCCCOC(C)C)nc12
→ 0.69	1.4	9
C=CCNC(=O)NC(=O)COC(=O)/C(C#N)=C/c1cc(C)n(CC(C)C)c1C
→ -0.41	-0.46	39
Nc1c(C(=O)c2ccccc2)oc2ccc(Br)cc12
→ -1.3	0.37	10

# Remaining list, next part.
# Under each structure – sdo1 growth	sdo1 growth Rescue 24 h	INS promoter inh
CC(=O)NC1C(OCc2ccccc2)OC2COC(c3ccccc3)OC2C1OCC(=O)O (stereo unspecified)
→ x	x	-42
CCCCn1nnnc1SCC(=O)Nc1ccc(C)cc1
→ -0.33	-0.08	x
CC(=O)c1ccc(NC(=O)CSC(C)C)cc1
→ 0.73	0.39	x
CCOC(=O)c1ccc(NC(=O)CCc2nc(-c3ccccc3)no2)cc1
→ -1.7	-1.4	10
Cn1ncc(Br)c1C(=O)Nc1ccc(F)cc1F
→ 0.9	0.22	45
O=C(O)C1Cc2ccccc2CN1C(=O)c1ccccc1 (stereo unspecified)
→ 1	0.43	-271
CCCC(C)NC(=O)c1nc(-c2ccccc2)n(-c2ccccc2)n1 (stereo unspecified)
→ -0.48	-0.66	-11
CC(C)(C)c1sc(N)nc1-c1ccccc1
→ x	x	43
Cc1ccc(C(c2sc3nc(C)nn3c2O)N2CCN(c3ccc(F)cc3)CC2)cc1 (stereo unspecified)
→ -0.32	-0.8	x
CC(CS(=O)(=O)c1cccc2cccnc12)N1CCCCC1 (stereo unspecified)
→ 0.6	0.53	x

# Rewritten with each value named: entries from further up
C=CCNC(=O)NC(=O)COC(=O)/C(C#N)=C/c1cc(C)n(CC(C)C)c1C
  sdo1 growth: -0.41; sdo1 growth Rescue 24 h: -0.46; INS promoter inh: 39
Nc1c(C(=O)c2ccccc2)oc2ccc(Br)cc12
  sdo1 growth: -1.3; sdo1 growth Rescue 24 h: 0.37; INS promoter inh: 10
CC(=O)NC1C(OCc2ccccc2)OC2COC(c3ccccc3)OC2C1OCC(=O)O (stereo unspecified)
  sdo1 growth: x; sdo1 growth Rescue 24 h: x; INS promoter inh: -42

# More records:
# Under each structure – sdo1 growth	sdo1 growth Rescue 24 h	INS promoter inh
COC(=O)c1ccccc1NC(=O)Cn1cnc2ccc(S(=O)(=O)N3CCC(C)CC3)cc2c1=O
→ -0.52	-0.91	-47
Cc1ccc(NC(=O)c2cc(Cl)nc3ccccc23)cc1
→ -1.3	-1.2	-40
Cc1cc(OCC(=O)O/N=C(\N)c2ccccc2)cc(C)c1Cl
→ -1.8	-0.84	-17
Cc1cc(C)n(Cc2ccc(Cl)cc2Cl)c(=O)c1S(=O)(=O)c1ccccc1
→ -1.6	-1.1	0
CCN(CC)c1ccc(SS(=O)(=O)O)cc1
→ 0.24&-0.42	-0.11&-1.1	11&-16
Cc1cccc(COc2ncnc3nc[nH]c23)c1
→ -0.31	-0.96	x
Cc1cc(C(=O)OCC(=O)Nc2sc3c(c2C#N)CCC(C)C3)c2ccccc2n1 (stereo unspecified)
→ -0.03	0.55	x
COCCNC(=O)C(c1ccc(C)o1)N(Cc1ccccc1)C(=O)Cn1nnc2ccccc21 (stereo unspecified)
→ 0.05	-0.25	-10
COc1ccc(CNc2nc(SCC(=O)NCc3ccco3)nc3ccccc23)cc1
→ -0.12	-0.8	-32
COCc1cc(=O)n2[nH]c(SCc3ccccc3)nc2n1
→ 1.1	0.78	-36
COc1ccccc1N1CCN(S(=O)(=O)c2ccc3c(c2)n(C)c(=O)n3C)CC1
→ x	x	-115
COCCNCCOCCOc1cccc(OC)c1
→ 0.8	0.94	25
CCCCN(CCCC)c1cc(C)nc(-c2ccccc2O)n1
→ 1.4	1.4	-20
CC1(C)O[C@@H]2C[C@H]3[C@@H]4CCC5=CC(=O)C=C[C@]5(C)[C@@]4(F)[C@@H](O)C[C@]3(C)[C@]2(C(=O)CO)O1
→ 0.49	0.11	-35
c1ccc(Cn2nnc3c(N4CCc5ccccc54)ncnc32)cc1
→ 1.6	2.5	-3
O=C(NCCCn1ccnc1)c1cc2c(ccc3ccccc32)o1
→ x	x	50
Cc1nnc(SC/C=C/c2ccccc2)n(N)c1=O
→ x	x	-89
COc1ccc(Cl)cc1C(=O)CSc1nnnn1C1CCCCC1
→ -1.1	-0.15	-37
N#CC12CCCCC1CC1CCCCC1(C#N)N2Cc1cccnc1 (stereo unspecified)
→ -0.05	-0.39	x
CC1CCCCC12NC(=O)N(CC(=O)Nc1ccc(S(=O)(=O)N3CCOCC3)cc1)C2=O (stereo unspecified)
→ 0.13	-0.22	0
CCCCn1c(SCC(=O)c2cc(OC)ccc2OC)nc2cc(S(N)(=O)=O)ccc21
→ -0.74	-1.1	39
CNCc1cc2ccc(C)cc2[nH]c1=O
→ 0.26	0.32	x
O=C(O)c1ccc(S(=O)(=O)NC2CCCCC2)cc1
→ 0.22	-0.23	47
Cc1nc(S/C(=C/c2ccc(-c3cccc(Cl)c3)o2)C(=O)O)n[nH]1
→ 1.2	1.9	7
COc1cccc(C2C(C(C)=O)=C(O)C(=O)N2CCNCCO)c1 (stereo unspecified)
→ x	x	-5
CCN(CC)CCCNC(=O)c1c(O)c2c([nH]c1=O)CCCC2
→ 0.07	-0.53	-22
COC(=O)CSc1nnc([C@H](CC(C)C)NC(=O)OC(C)(C)C)o1
→ -0.01	0.23	-31
COc1ccc(CCn2c(C)cc(C(=O)CSc3nnnn3-c3ccccc3)c2C)cc1OC
→ -1.3	0.45	38
COc1ccc(N/C(C)=C2/C(=O)C(=O)N(CCO)C2c2ccc(Br)cc2)cc1 (stereo unspecified)
→ 0.57	0.65	-64
O=C(/C=C/Nc1ccccc1C(=O)O)c1cccs1
→ 0.82	0.42	x

# Next results follow:
SMILES,sdo1 growth,sdo1 growth Rescue 24 h,INS promoter inh
CCN1C(=O)C(CC(=O)Nc2ccc(OC)cc2)N(CCCN2CCN(c3ccc(F)cc3)CC2)C1=S (stereo unspecified),x,x,-50
Cc1ccc(-n2c(=S)[nH]c3c(oc4ccccc43)c2=O)cc1C,-0.34,-0.46,x
COc1ccc(-c2nnc(SCCOc3cccc(C)c3)n2N)cc1,-0.28,0.07,12
CN(Cc1ccccc1)C(=O)Cn1cccc1C(=O)c1ccccc1,-0.59,-0.36,-43
CCCCNC(=O)Nc1cc(C)on1,-0.1,-0.15,-4
COc1ccc(C(C#N)c2ccc(Cl)nn2)cc1 (stereo unspecified),x,x,4
CC(C)CCn1c(O)c(N=NC(=O)c2ccco2)c2ccccc21,-0.86,-0.09,20
COc1cc(C2C=C(Nc3ccccc3)C(=O)N2c2ccccc2)ccc1O (stereo unspecified),-1.3,-1.6,55
COc1ccccc1NC(=O)CSc1nc2nc(C)cc(C)c2c(=O)[nH]1,-0.79,-1.1,-31
COC(=O)c1cc(OC)c(OC)cc1NC(=O)c1cccc(C)c1,x,x,-11
CCCc1[nH]n(-c2ccc([N+](=O)[O-])cc2)c(=O)c1C=NCCc1c[nH]c2ccccc12,0.49,2.3,0
CCC(O)C1CCN(Cc2cn(Cc3ccccc3)nc2-c2cc3ccccc3o2)CC1 (stereo unspecified),x,x,-40
CC1CCCC(C)N1C(=O)Cc1ccccc1 (stereo unspecified),0.89,1.5,19
Cc1cc(OCC(O)CN2CCN(CCO)CC2)ccc1C(C)C (stereo unspecified),2.2,2.9,32
Fc1ccccc1-c1ccc(/C=N/Nc2nc3ccccc3[nH]2)o1,-1.4,-0.93,24
COc1ccc(CCNC(=O)COc2ccc(S(=O)(=O)NC(C)C)cc2Cl)cc1OC,0.57,0.46,-25
COC(=O)C1=C(C)NC(C)=C(C(=O)OC)C1/C=C/c1ccccc1,-1.4,-0.94,29
CCN(CC)C(=O)CSc1nnc(-c2cc(OC)cc(OC)c2)o1,-0.06,0.48,0
COc1cccc(C2=NNC(=NCc3ccccc3)SC2)c1,x,x,-9
CCC1CCCCN1C(=O)c1cc(-c2ccc(Cl)c(Cl)c2)on1 (stereo unspecified),-2.6,-2.3,x
Cc1cn(C2OC(COC(=O)c3ccccc3)C(O)C2Cl)c(=O)[nH]c1=O (stereo unspecified),x,x,6
COc1ccc(Br)cc1C1NC(=O)NC(C)=C1C(=O)N(C)C (stereo unspecified),1.1,1.1,19
Cc1nnc(SCC(=O)Nc2cccc(C(F)(F)F)c2)[nH]c1=O,0.72,0.42,43
COc1cc(NS(=O)(=O)c2ccc(Br)s2)cc(OC)c1,0.33,2,-257
CCOc1ccccc1N1CCN(C(=O)c2cc3c(s2)CCC3)CC1,-0.45,0.2,x
O=C(OCCN1C(=O)c2ccccc2C1=O)c1cc(=O)[nH]c2ccccc12,0.37,0.08,-45
Cc1ccc(N(C)S(=O)(=O)c2cccc(C(=O)NC3=NCCS3)c2)cc1,-0.48,-1.3,-54
Cc1ccc(-n2c(SCC(=O)Nc3ncc(Cl)cc3Cl)nc3ccccc32)cc1,0.6,1.1,10
Cc1cc(C)c(C#N)c(SC(F)F)n1,1,0.58,53
COc1ccc(C(C)=O)cc1CSc1nnc(Nc2ccc(C)cc2C)s1,-0.73,-0.53,x
C/C(N)=C(/C#N)C(=O)CSc1nc2ccccc2c(=O)n1CCCO,0.49,-0.38,31
O=C(CCCSc1nc2ccccc2[nH]1)NC1=NCCS1,-0.3,-0.95,x
O=S(=O)(c1ccc(Cl)cc1)c1cnc(-c2cccnc2)nc1-c1ccccc1,1.6,2.4,43
Cc1cc(C)c2nc(SCC(=O)NCCC3=CCCCC3)cc(C)c2c1,0.49,1.3,-77
Cc1ccc(OCC(=O)NNC(=O)C(=O)N2CCCC2)c(C)c1,0.21,-0.59,38
CCn1c(CNc2ccc(C)cc2C)nnc1SCC(=O)N1CCCc2ccccc21,1.2,1.1,x
CCCc1nnc2c(N(C)S(=O)(=O)c3ccccc3)nc3ccccc3n12,-0.75,-0.65,7
CCn1nc(NC(=O)c2ccccn2)c2cc3cc(C)ccc3nc21,0.18,1.6,x
O=C(Nc1ccccc1)N(Cc1ccccc1)CC(O)C(F)(F)F (stereo unspecified),0.47,0.76,-16
O=C(NCCCN1CCOCC1)c1cccnc1,0,-0.33,0
CC(=O)N1/C(=C/c2ccc(N(C)C)cc2)C(=O)c2ccccc21,x,x,13
O=C(NCc1cc(Br)cc(Br)c1OC(=O)c1ccccc1[N+](=O)[O-])c1ccccc1,-1,-0.58,44
CCOC(=O)c1sc(=NC(=O)c2ccco2)n(C)c1C,x,x,-15
CN1CCN(CP(=O)(N2CCOCC2)N2CCOCC2)CC1,-0.47,1.2,x
CCOc1ccc(NC(=O)c2ccc(C#CC(C)(C)O)cc2)cc1,-0.71,-1.1,19
N#Cc1c(Nc2ccccc2)c(C=NCCN2CCOCC2)c[nH]c1=O,0.01,-0.13,45
CON(C)c1nc(OCCNC(=O)OCc2ccc(Cl)cc2C)nc(N(C)C)n1,-1.8,-1.2,-44
c1ccc(-c2cc(-c3nnc4sc(-c5ccccn5)nn34)[nH]n2)cc1,-0.79,0.24,x
Cc1nc2ccccn2c1-c1nnco1,0.2,-0.63,23
Cc1cc(NC(=O)CN2C(=O)S/C(=C\c3ccccc3)C2=O)no1,-0.66,-0.85,35

# (further entries)
SMILES,sdo1 growth,sdo1 growth Rescue 24 h,INS promoter inh
CC1(C)C(=O)C2(C(=O)NCc3ccccc3)CCC1C2 (stereo unspecified),0.79,0.41,13
Cc1cc(C)n2nc(SCC(=O)N/N=C/c3ccc(F)cc3)nc2n1,0.5,0.11,x
Cc1cccc(N/C(N)=N/c2nc(C(F)(F)F)cc(C(F)(F)F)n2)c1,x,x,-124
CCn1c(CCNC(=O)c2ccc(OC)cc2)nnc1SCc1ccc(Cl)c(Cl)c1,-0.61,-0.38,-11
C=C(C)Cn1c(-c2ccccc2)nc2ccccc21,-1.2,-1.7,x
COc1cccc(N2CCN(C(=O)CCNS(=O)(=O)c3ccc4c(c3)c(=O)n(C)c(=O)n4C)CC2)c1,x,x,-64
CCOc1cc(S(=O)(=O)Nc2ccccc2CC)ccc1Cl,-1.9,-0.97,29
COCCSc1nc2sc3c(c2c(=O)n1-c1ccccc1)CCN(C)C3,-0.23,-1.2,28
Cc1cc(NC(=O)c2ccc3c(c2)C(=O)N(Cc2ccccc2)C3=O)no1,x,x,21
COc1ccc(S(=O)(=O)NCCSc2ccc(C)cc2)cc1OC,-0.55,-0.86,-27
O=C(NC1CCCCCC1)c1cccnc1Sc1ccccc1,0.62,0.56,x
COc1ccc(N/C=C(\C#N)c2nc3ccccc3n2C)c(OC)c1,-0.76,-0.46,-138

# Not all compounds are listed; the hit share may differ from the screen's.
